Assay outcomes from PubChem BioAssay.
ATXN2 expr inh: ATXN2 expression inhibition; Potency, µM (highest dose often 57 µM), without a hit: top-dose activity change, negative = inhibition, most hits filed as inhibitors; AID 1745845; 360,000 compounds, 0.72% hits; HEK-293 ATXN2-luciferase reporter, luminescence, 24 h; note: potency is the fitted concentration of half-maximal effect; % is set by controls: 0 for no effect and ±100 for the full control effect; nearly all actives have a fitted effect of over 55% in size
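qHTS (up to 57 uM final) was run with 24 h compound exposure of reporter cells at 37 °C. Each well was multiplexed: SteadyGlo luminescence measured ATXN2-luciferase expression after a fluorogenic Gly-Phe-AFC viability readout (25 uM final).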
HepG2 tox: counter-screen for TGF-b inhibitors: cytotoxicity in HepG2 cells; Potency, µM (doses to about 46.1 µM), without a hit: at the highest dose activity change, negative = cytotoxicity, hits mostly cytotoxic; 410,000 compounds, 0.76% hits; HepG2 CAGA-GFP viability, ATP luminescence, 18 h; note: potency is the fitted concentration of half-maximal effect; some results filed as inactive show a strong effect at the top dose
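HepG2 CAGA-GFP cells (1000/well, DMEM with 1% FBS) received compound, then TGF-beta at 500 pg/mL final, and were incubated 18 hours at 37 degrees C. Viability was read by CellTiter-Glo luminescence. Media-only wells were set as complete cell-killing and DMSO as no toxicity.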
MCF10A rereplic: DNA re-replication induction in MCF 10a cells; MCF 10A DNA re-replication, Hoechst nuclear intensity, 48 h; Potency, µM (titrated, usually from 46.1 µM), inactives show at the highest dose activity, positive = re-replication, most hits filed as activators; 350,000 compounds, 2.9% hits; AID 624296; note: potency is the fitted concentration of half-maximal effect; % of control where 0% means no effect; nearly all actives have a fitted effect of over 50% in size
Nrf2 ARE act: activators of Nrf2 (ARE) signaling | 410,000 compounds, 0.31% hits | Potency, µM (highest dose often 46.1 µM), for the others: at the top dose activation, usual class: activators | AID 624171 | AREc32 ARE-luciferase reporter (MCF7-derived line), luminescence, 24 h; note: potency is the fitted concentration of half-maximal effect; % of control where 0% means no effect; nearly all actives have a fitted effect of over 65% in size
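Steps: seed AREc32_Fluc cells (1000/well, 5% FBS OPTI-MEM); incubate overnight at 37 deg C; add 23 nL compound; incubate 24 hr; add Steady-Glo; hold 30 min RT; read luminescence.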
TGFb SMAD3 inh: blocks TGF-b signaling; HepG2 CAGA-GFP TGF-b/SMAD3 reporter, GFP fluorescence, 18 h; TGF-beta stimulated, 500 pg/mL final; Potency, µM (titrated, usually from 46.1 µM), inactives show at the top dose activity, negative = inhibition, hits mostly inhibitors; 410,000 compounds, 1.2% hits; AID 588855; note: potency is the fitted concentration of half-maximal effect; % is set by controls: 0 for no effect and ±100 for the full control effect; nearly all actives have a fitted effect of over 65% in size
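Inhibition was scored as loss of TGF-beta-induced (500 pg/mL final, 18 hours, 37 degrees C) GFP in HEPG2 cells carrying a CAGA-GFP reporter, in DMEM with 1% FBS. Well GFP was summed per cell; Activity was normalised to unstimulated and stimulated DMSO wells, then concentration-response fitting.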
IL-1B inflam inh: blocks inflammasome-driven IL-1 beta release; THP-1 LPS/ATP IL-1B secretion, AlphaLISA, 16 h; stronger effect = lower value; AID 743279; 360,000 compounds, 4.7% hits; activity change, % at 57.5 µM; in the data active = activity change below about -50%; inconclusive = mostly about -30% to -49%; note: % is set by controls: 0 for no effect and ±100 for the full control effect
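THP-1 cells pretreated 1 hr with compounds (up to 57.5 uM final), then stimulated with LPS (250 ng/mL final) plus ATP (1.25 mM final); secreted IL-1B measured by AlphaLISA after 16 hr, decreased signal indicating inhibition.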
A549 viability: A549 cytotoxicity, counter-screen for Nrf2 inhibitors; Potency, µM (titrated, usually from 46 µM), without a hit: at the top dose activity change, negative = cytotoxicity, most hits filed as inhibitors; A549 ARE-Fluc cells, CellTiter-Fluor viability, 18-24 h; 390,000 compounds, 0.16% hits; AID 504648; note: potency is the fitted concentration of half-maximal effect; % is set by controls: 0 for no effect and ±100 for the full control effect
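A549 ARE_Fluc cells in 5% FBS OPTI-MEM were exposed to compounds in concentration-response for 18-24 h at 37 deg C. Viability was read by CellTiter-Fluor fluorescence (Ex 405/Em 525) after 30 min, before the luciferase read.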
S2 tox: cell viability loss in ATXN counter-screen; 400,000 compounds, 0.49% hits; S2 cells (HEK-293 line with an ATXN2-luciferase reporter) viability, CellTiter-Fluor protease fluorescence, 24 h; Potency, µM (highest dose often 56.7 µM), usual class: cytotoxic; note: potency is the fitted concentration of half-maximal effect; nearly all actives have a fitted effect of over 40% in size
Nrf2 inh: blocks Nrf2 signaling | Potency, µM (series often up to 46 µM), without a hit: top-dose activity change, negative = inhibition, hits mostly inhibitors | 360,000 compounds, 2.1% hits | A549 ARE-Fluc reporter, luciferase luminescence, 18-24 h; note: potency is the fitted concentration of half-maximal effect; % is set by controls: 0 for no effect and ±100 for the full control effect; nearly all actives have a fitted effect of over 60% in size
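In this cell-based qHTS, ARE-driven firefly luciferase in A549 cells reports Nrf2 activity; the luminescent signal after BugLite lysis is the measured value, with a prior CellTiter-Fluor read for cell health.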
* = called active by the depositor; i = inactive; u = inconclusive; x = no result given; & = joins results of further samples; [ ] = another dose, or the depositor's remark. Unless noted, calls come from the whole dose curve; as a rule, active = well fitted curve in the direction sought with a large enough effect; inconclusive = small, poorly fitted or top-dose-only effect, or another doubt; inactive = no such curve, though single readings can be large; an effect the other way counts as inactive or inconclusive.

Compound	IL-1B inflam inh	Nrf2 inh	Nrf2 ARE act	A549 viability	MCF10A rereplic	HepG2 tox	TGFb SMAD3 inh	ATXN2 expr inh	S2 tox
Cc1cc(C(=O)CSc2nnc(-c3ccccc3)o2)c(C)n1CC1COc2ccccc2O1 (stereo unspecified)	0	-27%	-0.9%	3%	u	-33%	-37%	-7%	i
COc1ccc(NC(=O)Cc2cccc(F)c2)cc1S(=O)(=O)Nc1ccccc1Cl	u	u	-0.3%	-4%	-18%	8%	u	-9%	i
O=S(=O)(Cc1ccccc1)N1CCCCCC1	10	4%	-0.2%	-1%	2%	-4%	-25%	3%	i
CCN1CCSc2ccc(C(=O)NCc3cccc(F)c3)cc21	-4	u	1.6%&4.7%	3%&10%	7%	-66%&-52%	u	6%	i
CC(=O)NNS(=O)(=O)c1ccccc1[N+](=O)[O-]	-16	-4%	1.9%	6%	-5%	-18%	6%	-3%	i
COc1ccc(C(=O)OCC(=O)Nc2ccc(Cl)c(C(F)(F)F)c2)c(OC)c1OC	-20	u	0.6%	3%	-7%	-37%	u	2%	i
Cc1ccc(C(=O)COC(=O)CCCC(=O)Nc2cc(C(F)(F)F)ccc2Cl)cc1C	24	9%&-10%	-1.0%&3.5%	-6%&-2%	-9%	-87%&5%	0%&-17%	-6%&-1%	i
CCCSc1nnc(-c2cccc(S(=O)(=O)N(C)C)c2)n1-c1cc(OC)ccc1OC	5	u	0.1%	-3%	0%	-17%	u	-6%	u
CCOc1ccc(-n2c(=O)c3c4c(sc3n(Cc3cc(=O)n5cc(Cl)ccc5n3)c2=O)CCC4)cc1	x	4%	-0.1%	-5%	x	1%	u	7%	i
Cc1[nH][nH]c(=O)c1C(c1ccc(-c2ccc(F)cc2)o1)c1c(C)[nH][nH]c1=O	u	0%	-0.2%[9.22 µM]	-5%	u	-19%	-12%	-8%	i
COC(=O)c1sccc1NC(=S)Nc1ccc(F)cc1F	13	10%	-0.4%	-2%	15%	4%	2%	x	i
Fc1ccc(NC(=S)N2CCn3cccc3C2c2cccnc2)cc1 (stereo unspecified)	-4	0%	2.7%	3%	0%	0%	u	-12%	i
CCN1CC2CCCC3(C1)C(=O)NC1(CCCCC1)N=C23 (stereo unspecified)	3	3%	0.1%	x	3%	4%	-11%	-4%	i
COc1ccc(-c2nc(C#N)c(NCc3ccccc3Cl)o2)cc1OC	-11	u	-0.1%	-27%	13%	-62%	u	-17%	i
Cc1nccn1Cc1cccc2ccccc12	18	1%	-0.4%	6%	-3%	-13%	-29%	-6%	u
COC(CNC(=O)c1c[nH]c2ccc(S(=O)(=O)N(C)c3ccc(F)cc3)cc2c1=O)OC	35	-29%	0.4%	-2%	8%	-18%	24%	-5%	i
CN(C)S(=O)(=O)Oc1ccsc1C(=O)Nc1ccc(Cl)cc1	-22	-20%	6.0%	-15%	7%	-22%	0%	47%[activator]	i
COc1ccc(CCNc2cc(C)nc3c(-c4ccccc4)cnn23)cc1OC	u	u	4.1%	5%	u	-8%	0%	86%[activator]	i
N/C(=N\OC(=O)c1ccc2c(c1)OCO2)c1ccc(Cl)cc1	-17	u	6.4%	4%	16µM*	-5%	u	0%	i
CCOc1cc(/C=C2/C(=N)N3OC(C)=CC3=NC2=O)ccc1OC(=O)c1ccco1	43	11%	4.7%	1%	8%	-13%	4%	5%	i
CCOC(=O)CCCNC(=O)CCNC(=O)c1ccc(OC)cc1	15	-3%	0.4%	-6%	20%	-8%	7%	5%	i
O=C(NCc1ccccc1)NCc1cccs1	-12	u	0.5%	4%	-2%	26%	11%	5%	i
O=C(COC(=O)CSc1ccc([N+](=O)[O-])cc1)NCCC1=CCCCC1	3	15%	0.1%	2%	-3%	0%	1%	-10%	i
Nc1nnc(C(=O)c2ccccc2N)s1	3	x	4.8%	-23%	3%	-16%	-16%	30%	i
CCOC(=O)c1c(NC(=O)C2CCN(S(=O)(=O)c3ccc(Cl)cc3)CC2)sc2c1CCCC2	0	-4%	-0.6%	-3%	-2%	7%	7%	-2%	u
COc1ccccc1C(C#N)N1N=C(C)CC1c1ccccc1 (stereo unspecified)	22	13%	0.7%	11%	-5%	-3%	u	x	i
COc1cccc(NC(=O)CCN2CCN(c3ccccc3F)CC2)c1	5	-11%	-0.5%	1%	4%	8%	-8%	u	i
Cc1ccc(C(=O)N(CC(C)C)c2c(N)n(Cc3ccccc3)c(=O)[nH]c2=O)o1	10	15%	-0.4%	6%	2%	-4%	-9%	4%	i
COc1ccc(C2c3[nH]c4ccccc4c3C[C@H]3C(=O)N(c4ccccc4C(=O)N4CCC(C(=O)O)CC4)C(=O)N23)cc1 (stereo partly specified)	5	-2%	0.3%	2%	u	-13%	3%	-1%	i
O=C(C1CCCCC1)N1CCN(S(=O)(=O)c2ccc(Br)cc2)CC1	14	x	2.0%	1%	9%	2%	0%	43%[activator]	i

The results go on:
Compound	IL-1B inflam inh	Nrf2 inh	Nrf2 ARE act	A549 viability	MCF10A rereplic	HepG2 tox	TGFb SMAD3 inh	ATXN2 expr inh	S2 tox
CC1CCN(C(=O)COC(=O)Cn2cnc3ccccc32)CC1	5	20%	0.7%	0%	4%	-2%	-8%	11%	i
C/C(=N\NC(N)=O)c1ccc(Cl)s1	14	8%	u	3%	4%	2%	11%	0%	i
COc1cccc(NC(=O)C(=O)NCCc2csc3nc(-c4ccccc4C)nn23)c1	x	x	5.3%	0%	x	0%	13%	u	u
O=c1c(F)cn(C2CCCO2)c(=O)n1Cc1ccccc1F (stereo unspecified)	-6	0%	-0.3%	10%	38%	-4%	1%	3%	i
COCCN1C(=O)COc2ccccc2C1C(=O)NC(C)(C)C (stereo unspecified)	14	x	0.3%	x	x	x	x	6%	i
CCn1cc(CN2CCC(C(=O)Nc3ccc(Oc4ccccc4)nc3)CC2)cn1	4	u	-0.4%	-1%	10%	-25%	u	-7%	i
CCN(CC)c1cc(C)c2cc(NC(=O)c3ccc(Br)o3)ccc2n1	-66*	12µM*	0.3%	u	9.2µM*	-35%	27%	u	x
O=C(CN1C(=O)NC2(CCCC2)C1=O)N1CCN(S(=O)(=O)c2ccccc2)CC1	20	-2%	0.6%	10%	-1%	-16%	-1%	22%	i
COc1cc(S(=O)(=O)N2CCN(c3ccccn3)CC2)ccc1Br	-3	-11%	0.6%	1%	u	-11%	1%	-32%	i
CCN(CC)S(=O)(=O)c1ccc2c(c1)c(=O)c(C(=O)N1CCOCC1)cn2C	-2	3%	0.1%	1%	-5%	0%	0%	-5%	i
COc1ccc(CN(C(=O)c2ccco2)c2ccc(C)cc2)cc1OC	2	-25%	0.3%	-3%	16%	-17%	-6%	1%	i
CC1=N/C(=C/c2ccc([N+](=O)[O-])cc2)C(=O)N1c1ccc(Cl)cc1Cl	1	4%	-0.1%	-2%	1%	2%	6%	-16%	i
Cc1cc(C)cc(N(CC(=O)N2CCOCC2)S(=O)(=O)c2ccccc2)c1	33	x	3.4%	0%	-12%	-1%	-21%	-3%	i
Cc1cc(=O)n(CC(=O)Nc2ccc([N+](=O)[O-])cc2)c(-n2nc(C)cc2C)n1	x	x	-0.3%	-14%	x	-1%	-7%	x	x
COCCN(C(=O)CNC(=O)c1ccco1)C(C(=O)NC1CCCC1)c1ccc(F)cc1 (stereo unspecified)	23	8%	-0.3%	7%	6%	-18%	8%	2%	i

Compounds from the list above with a furan ring, fused or not:
Compound	IL-1B inflam inh	Nrf2 inh	Nrf2 ARE act	A549 viability	MCF10A rereplic	HepG2 tox	TGFb SMAD3 inh	ATXN2 expr inh	S2 tox
Cc1[nH][nH]c(=O)c1C(c1ccc(-c2ccc(F)cc2)o1)c1c(C)[nH][nH]c1=O	u	0%	-0.2%[9.22 µM]	-5%	u	-19%	-12%	-8%	i
CCOc1cc(/C=C2/C(=N)N3OC(C)=CC3=NC2=O)ccc1OC(=O)c1ccco1	43	11%	4.7%	1%	8%	-13%	4%	5%	i
Cc1ccc(C(=O)N(CC(C)C)c2c(N)n(Cc3ccccc3)c(=O)[nH]c2=O)o1	10	15%	-0.4%	6%	2%	-4%	-9%	4%	i
CCN(CC)c1cc(C)c2cc(NC(=O)c3ccc(Br)o3)ccc2n1	-66*	12µM*	0.3%	u	9.2µM*	-35%	27%	u	x
COc1ccc(CN(C(=O)c2ccco2)c2ccc(C)cc2)cc1OC	2	-25%	0.3%	-3%	16%	-17%	-6%	1%	i
COCCN(C(=O)CNC(=O)c1ccco1)C(C(=O)NC1CCCC1)c1ccc(F)cc1 (stereo unspecified)	23	8%	-0.3%	7%	6%	-18%	8%	2%	i
